Screens from PubChem BioAssay.
UHRF1 MBD2 ctr: UHRF1 methyl-DNA binding inhibition; UHRF1 binding to methylated oligo, TR-FRET; inhibition, % at 4.4 µM; 0.75% of 370,000 active; AID 687016; in the data active = inhibition above about 21%;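 note: UHRF1 SRA domain binding a hemimethylated CpG hairpin DNA probe; 0% = median of test compound wells and 100% = reference inhibitor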
Tn7 DDE FP: disrupts Tn7 cyclic peptide binding to fibrin D-Dimer-E complex; P02675; FP displacement of FITC-Tn7 peptide from fibrin DD(E); 0% = median of compound wells per plate; inhibition, % at 8.3 µM; 0.13% of 370,000 active; AID 720508;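 active = inhibition above the mean of compounds falling within the control limits plus 3 SD of them, cut at about 14% in these data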;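 note: 0% = plate median of compound wells and 100% = 10 µM Aha-Tn7 peptide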
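system = human fibrin DD(E) protein | quantity = DD(E) 2 µM final | medium = Tris/NaCl/CaCl2 buffer, pH 7.8 | also added = labelled Tn7 tracer, 0.1 µM | compound dosing = single point at 8.3 µM | timing = compound with protein 10 min, then 3 h after probe, room temperature | signal = FP measurement | benchmarks = Aha-Tn7 high control | repeats = one replicate per compound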
TCR-CD3 inh: blocks the human TCR-CD3 interaction; TAMRA-labeled TCR probe fluorescence, biochemical; inhibition, % at 9.4 µM; 0.37% of 360,000 active; AID 651800; in the data active = inhibition above about 19%;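 note: recombinant mutant TCR 2C K166C tagged with TAMRA read by polarization; 0% = receptor in buffer alone and 100% = receptor with positive control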
PG9 Ab binder: small molecules binding HIV-1 gp120 antibody PG9; TR-FRET gp120-PG9 antibody binding; inhibition, % at 6.7 µM; 0.43% of 360,000 active; AID 624416; in the data active = inhibition above about 8.5%
SIAE primary: inhibitors of human sialic acid acetylesterase SIAE. Q9HAT2. SIAE FP-Rh probe binding, fluorescence polarization. inhibition, % at 9.66 µM. 0.69% of 370,000 active;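 active = inhibition above a cutoff: mean of compounds within the control limits plus 3 SD of those, cut at about 17% in these data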;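 note: 0% = plate median of compound wells and 100% = probe without SIAE protein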
Target sequence (Q9HAT2 whole entry, looked up): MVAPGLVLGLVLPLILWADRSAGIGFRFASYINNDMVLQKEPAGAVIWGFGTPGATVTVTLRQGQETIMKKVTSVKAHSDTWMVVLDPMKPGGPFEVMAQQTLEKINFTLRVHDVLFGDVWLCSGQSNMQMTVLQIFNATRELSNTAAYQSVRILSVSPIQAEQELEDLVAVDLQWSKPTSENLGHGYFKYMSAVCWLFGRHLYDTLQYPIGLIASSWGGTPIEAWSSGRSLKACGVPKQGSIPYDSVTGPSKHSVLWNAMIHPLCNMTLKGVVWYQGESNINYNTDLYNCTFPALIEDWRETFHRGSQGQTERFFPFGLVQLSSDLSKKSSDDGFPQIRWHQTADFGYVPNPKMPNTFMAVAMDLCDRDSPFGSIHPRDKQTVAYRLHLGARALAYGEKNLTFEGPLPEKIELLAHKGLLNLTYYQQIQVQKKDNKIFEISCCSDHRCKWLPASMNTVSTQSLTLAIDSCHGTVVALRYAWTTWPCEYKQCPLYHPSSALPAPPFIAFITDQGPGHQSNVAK
mABHD4 FP: inhibits mouse alpha/beta hydrolase domain 4. 0.54% of 370,000 active. AID 720543. purified mABHD4, FP-Rh probe fluorescence polarization. inhibition, % at 8.92 µM;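 active = inhibition exceeding the mean over every tested compound plus 3 SD, cut at about 30% in these data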;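 note: 0% = plate median of compound wells and 100% = S159A mutant with DMSO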
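Test system: mABHD4 protein; Read-out basis: % inhibition; Incubation: 45 min + 60 min at 25 °C; Repeats: single replicate; Technique: fluorescence polarization with parallel and perpendicular emission, 525/598 nm; Compound: 8.92 µM, single dose; Benchmarks: full inhibition S159A mutant plus DMSO, zero as sample-well median.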
PRMT1 inh: inhibitors of human PRMT1; recombinant PRMT1, activity-based probe fluorescence polarization; inhibition, % at 2.79 µM; 1.3% of 370,000 active;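 active = inhibition above about 21% made by adding two undisclosed values, limit read from the data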
Target sequence (Q99873 whole entry, looked up): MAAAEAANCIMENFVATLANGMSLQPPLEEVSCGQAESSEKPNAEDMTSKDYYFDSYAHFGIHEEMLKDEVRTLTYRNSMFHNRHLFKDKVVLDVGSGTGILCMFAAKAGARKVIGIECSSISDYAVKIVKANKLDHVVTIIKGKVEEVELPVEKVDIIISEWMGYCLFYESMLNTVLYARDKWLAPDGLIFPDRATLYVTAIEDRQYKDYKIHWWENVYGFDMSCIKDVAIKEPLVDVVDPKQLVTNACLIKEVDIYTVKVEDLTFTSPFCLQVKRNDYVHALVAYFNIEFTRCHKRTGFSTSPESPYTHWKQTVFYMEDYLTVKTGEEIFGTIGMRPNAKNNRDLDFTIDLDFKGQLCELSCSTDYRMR
HTRA1 inhibitor: inhibitors of human serine peptidase HTRA1; recombinant HTRA1, FP-rhodamine activity-based probe, fluorescence polarization; inhibition, % at 5.96 µM; 0.5% of 340,000 active; AID 504803; in the data active = inhibition above about 36%;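 note: 0% = enzyme with DMSO and 100% = wells lacking enzyme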
LEDGF integ inh: blocks HIV-1 LEDGF/p75-dependent DNA integration. 0.64% of 370,000 active. TR-FRET IN-LEDGF/p75 DNA integration, Eu/Cy5. inhibition, % at 3.7 µM;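 active = inhibition above the screen-wide mean plus 3 SD, cut at about 13% in these data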;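 note: signal is the Cy5 over europium emission ratio at 671 and 618 nm; 0% = plate median of compound wells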
TDP2 inh: blocks human TDP2 phosphodiesterase activity. recombinant TDP2, T5PNP hydrolysis, p-nitrophenol absorbance 415 nm. inhibition, % at 12.8 µM. O95551. 0.34% of 370,000 active;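 active = inhibition above the mean of all tested compounds plus 3 SD, set per campaign, cut at about 25% in these data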;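 note: 0% = DMSO with enzyme and 100% = buffer with substrate but no TDP2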
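System – recombinant human TDP2 · Quantity – TDP2 enzyme at 120 nM final · Doses – single concentration, 12.8 µM nominal, with 1% DMSO · Incubation – 2 h at 37 °C · Measured by – epi absorbance of p-nitrophenol freed from T5PNP by hydrolysis · Read-out – % inhibition relative to enzyme-containing and enzyme-free wells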
Starred values were filed as active, the others as inactive; . = no result given.

SMILES	UHRF1 MBD2 ctr	Tn7 DDE FP	TCR-CD3 inh	PG9 Ab binder	SIAE primary	mABHD4 FP	PRMT1 inh	HTRA1 inhibitor	LEDGF integ inh	TDP2 inh
Cc1ccc(-n2ncc3c(SCC(=O)NNC(=O)c4ccco4)ncnc32)cc1	-3	9	7	2.2	-4	-1	-4	-3	1	0
C=CCn1c(C)cc(C(=O)COc2ccc(N(C)S(=O)(=O)c3ccc(NC(C)=O)cc3)cc2)c1C	0	-9	-1	1.6	-1	-6	7	-24	0	4
CCCCN(CC)CCCNC(=O)c1cc2c(-c3ccc(OC)c(OC)c3)nn(C)c2s1	24*	-5	-5	-2.6	-4	-6	-3	-8	-4	11
Cc1cccc(C(=O)Nc2ccc(S(=O)(=O)Nc3nc(C)cc(C)n3)cc2)c1	2	5	-4	0.2	-4	-1	-1	-47	0	-4
CCOc1ccc(N2C(=O)CC(N3CCN(c4ccc(C(=O)c5ccncc5)cc4)CC3)C2=O)cc1 (stereo not given)	-1	-1	3	0.0	2	9	9	5	1	-12
O=C(COC(=O)c1ccc(Br)o1)NCC1CCCO1 (stereo not given)	2	1	-2	0.2	3	6	-1	2	-2	14
CC(=O)c1cccc(NC(=O)c2ccc(OCc3c(C)noc3C)cc2)c1	-1	6	4	1.3	-6	5	1	4	0	-2
S=C1NCC(c2ccccc2)S1 (stereo not given)	0	3	-1	-2.8	4	-3	-2	-5	-2	-2
COc1ccccc1OCc1cc(C(=O)N2CCN(C)C(c3ccccc3)C2)no1 (stereo not given)	2	7	6	-3.3	0	-5	-6	-11	0	-14
Cc1ccc2c(CN3CCN(Cc4ccc5c(c4)OCO5)CC3)cc(=O)oc2c1C	2	-4	3	1.2	0	-1	0	-11	-1	0
CCN1CCN(Cc2ccc(NC(=O)c3cc(NC(=O)c4cnn(-c5ccccc5)c4N)cc(OC)c3)cc2C(F)(F)F)CC1	1	4	3	-0.2	-13	-16	0	-81	-1	0
CCCNC(=O)C1CCC(CNS(=O)(=O)c2ccc3c(c2)CC(C)N3C(C)=O)CC1 (stereo not given)	3	0	-8	-1.8	0	-7	6	5	-5	-6
Cc1cc(C)n(CC(C)NCc2c(C(=O)N3CCOCC3)nc3c(C)cccn23)n1 (stereo not given)	-1	3	-3	0.3	4	0	-3	1	0	12
CCC(=O)N1CC(C)C(=O)Nc2ccccc21 (stereo not given)	0	-2	2	-2.4	2	-7	-1	0	-3	-6
FCc1nc2nc(Cl)c(Cl)nc2[nH]1	4	5	-1	-1.0	-2	-1	2	9	-1	7
CCOC(=O)c1cccc(NC(=O)c2ccc3c(c2)C(=O)N(CC2CCCO2)C3=O)c1 (stereo not given)	0	3	1	-1.2	-4	2	-2	-1	3	1
Cc1ccc2sc(NC(=O)CSc3nc(C)cc(C)c3C#N)nc2c1	-1	-3	3	5.1	10	-5	-1	-15	1	7
COC(=O)c1cc2c(c3c4ccccc4n(S(=O)(=O)c4ccccc4)c13)C(=O)N(Cc1ccco1)C2	-1	1	3	1.7	-6	-4	6	.	5	9
C=CCNCc1cccn1-c1ccccc1	1	1	-8	-0.1	6	11	0	-1	-3	4
Cc1cc(OCC(=O)NC2CC2)c2c(C)c(C)c(=O)oc2c1	-1	2	9	-1.8	4	-5	-3	8	2	9
OC[C@@H]1CN(Cc2ccc(F)cc2)C[C@H](n2cnc3c(NC4CCCC4)ncnc32)O1	-1	9	1	1.6	-3	3	-1	.	0	-4
Cc1nn(C)c(C)c1/C=C(\C#N)S(=O)(=O)c1ccc(F)cc1	-1	9	6	-1.4	7	-2	4	5	1	-1
CCOc1ncccc1C(=O)OCC(=O)Nc1cc(C)ccc1C	3	2	0	-3.2	8	0	-1	0	-3	15
CCN(C(=O)c1cc2c(=O)[nH]c3ccc(C)cc3c2s1)c1cccc(C)c1	4	1	-4	0.1	-3	-3	4	-23	-3	0
Oc1ccc(/C=N/Nc2cc(N3CCCC3)nc(N3CCCC3)n2)cc1	-6	3	-3	0.4	13	11	-3	10	2	0

Continued:
SMILES	UHRF1 MBD2 ctr	Tn7 DDE FP	TCR-CD3 inh	PG9 Ab binder	SIAE primary	mABHD4 FP	PRMT1 inh	HTRA1 inhibitor	LEDGF integ inh	TDP2 inh
CN(C)c1ccc(/C=C2\c3ccccc3C(=O)N2c2ccccc2)cn1	1	0	12	0.7	1	8	2	-5	2	-13
N=C(N)N1CCc2ccccc21	0	-9	4	0.0	5	5	5	1	-2	-10
CC(=O)OC(C(=O)NC1CCCCC1)c1ccncc1 (stereo not given)	1	-5	2	0.4	2	2	2	6	2	0
COc1ccc(C(=O)COC(=O)c2ccccc2NS(=O)(=O)c2ccc(O)c([N+](=O)[O-])c2)cc1	2	1	-5	-0.1	-16	-21	4	-64	-1	4
O=C(N1CCOCC1)C1(c2ccccc2)CCCCC1	1	-2	1	0.8	-6	7	2	3	1	-2
CCOC(=O)C1(CCOC)CCN(Cc2cnc(-c3cccc(C)c3)nc2)CC1	0	-8	0	-0.4	0	5	4	-4	5	-2
CCn1c(/C=C2\C(=O)N(C)c3ccccc32)nc2ccccc2c1=O	-3	13	0	-1.1	-1	3	0	6	-2	8
Cn1c(=O)oc2cc(S(=O)(=O)N3CCC(C(=O)N4CCN(c5ccc(F)cc5)CC4)CC3)ccc21	-3	0	1	-1.0	20*	3	-2	5	-1	3
CCN(c1ccccc1)S(=O)(=O)c1cc(C(=O)NCC(c2ccco2)N2CCCCC2)ccc1C (stereo not given)	-2	1	-1	0.8	-5	3	1	-27	-2	3
O=C(CSc1ncnc2nc[nH]c12)NCCc1ccccc1	0	3	5	-0.8	-1	-2	-7	0	-3	-7
Cc1cc(NC(=O)C2CCN(S(=O)(=O)Cc3ccccc3)CC2)ccc1-n1cnnn1	-2	9	6	-1.6	-5	-3	-4	-5	1	3
CC(=O)N1CCc2cc(S(=O)(=O)NC(C(=O)NCc3ccccc3)C(C)C)ccc21 (stereo not given)	1	3	-5	0.9	4	1	5	8	-3	-6
Cc1sc(NC(=O)CN2CCOCC2)c(C(=O)c2ccccc2)c1C	-3	-4	7	-2.0	4	4	-1	-8	2	-4
CC#CC(=O)N1CCC(n2nccc2NC(=O)c2ccc3c(c2)OCO3)CC1	2	2	-1	1.8	4	2	0	-1	-2	0
Cc1ccc(S(=O)(=O)N2[C@H](CC(=O)c3ccc(F)cc3)OC[C@@H]2C(C)C)cc1	1	8	-2	0.6	0	-10	10	.	-3	-1
c1ccc(-c2noc(-c3ccc4ccccc4c3)n2)cc1	2	-5	3	-1.3	7	-2	1	-10	-2	4
COC(=O)c1c(C)nn(-c2ccc(F)c(Cl)c2)c1-c1cc(C)on1	0	-1	8	-3.0	5	-5	-3	1	-1	2
COc1ccccc1/C=C1\SC(=O)N(CCC(=O)NCCCn2ccnc2)C1=O	-4	-2	3	-2.6	7	2	3	4	2	9
COc1ccccc1Nc1nc(-c2ccc3c(c2)NC(=O)CO3)cs1	0	0	1	-3.3	1	19	0	1	-3	2
CCCC(=O)c1ccc(N2CCN(C(=O)c3ccc(Br)cc3)CC2)c(F)c1	1	-7	-1	-0.1	1	1	-2	-9	2	7
COCCNC(=S)Nc1ccccc1[N+](=O)[O-]	2	-3	-4	-0.4	2	2	0	-6	1	3
CC(C)C[C@H]1CN([C@@H](Cc2ccccc2)CN2CCC[C@H]2CN2C(=O)C(=O)NC[C@@H]2Cc2ccccc2)C(=O)C(=O)N1CC1CCCCCC1	3	-3	-5	-0.1	3	6	-1	.	21*	-8
CCOc1ccccc1NC(=O)COc1cccc(-n2cnnn2)c1	5	4	4	1.5	-5	-6	2	-4	-4	-7
C/C(=N\NC(=O)Nc1ccccc1)c1ccccc1	1	5	3	-0.3	2	2	-1	0	0	6
O=C1CCCN1CCCn1cnc2c([nH]c3ccc(F)cc32)c1=O	-1	-5	3	-1.0	0	0	-3	1	-1	-1

Next section
SMILES	UHRF1 MBD2 ctr	Tn7 DDE FP	TCR-CD3 inh	PG9 Ab binder	SIAE primary	mABHD4 FP	PRMT1 inh	HTRA1 inhibitor	LEDGF integ inh	TDP2 inh
CSc1nnc2c(n1)c(C)nn2-c1ccc(C)cc1	2	0	-4	2.6	-4	-2	6	11	2	2
CCCC(=O)N(CC(=O)Nc1sc(C)c(C)c1C(N)=O)Cc1ccccc1	1	2	0	0.9	-1	-2	0	-5	1	1
COc1ccc2[nH]c(=O)c(CN(Cc3ccco3)C(c3nnnn3Cc3ccccc3)C(C)C)cc2c1 (stereo not given)	-1	2	5	-0.6	-16	-7	-3	2	0	-2
O=C(CCS(=O)(=O)c1ccc(Cl)cc1)NCCc1c[nH]c2ccccc12	1	-3	-6	1.6	3	2	1	-5	1	0
COc1ccc(S(=O)(=O)N2CCC(C(=O)NCC3CCCO3)CC2)cc1C (stereo not given)	3	-8	-3	-0.7	0	2	-4	1	-2	-2
Cc1cc(N2CCC(C)CC2)nc(-n2nc(C)cc2C)n1	-2	-1	3	-1.6	-13	-6	-1	-1	-6	-23
Cc1ccc2nc(-c3ccccc3)nn2c1	-2	6	0	-0.8	1	-4	-4	4	-1	-1
COC(=O)c1ccccc1NC(NC(=O)c1ccco1)C(=O)c1ccccc1 (stereo not given)	-3	12	-4	0.8	-2	-7	2	-14	-1	10
CCOC(=O)N1CCC(=NNS(=O)(=O)c2cccc([N+](=O)[O-])c2)CC1	-4	6	9	-1.9	5	0	3	-3	-1	0
COc1ccc(-n2c(SCc3ccc([N+](=O)[O-])cc3)nnc2-c2ccco2)cc1	-2	4	.	.	5	0	1	.	0	6
O=C(O)c1ccc(N=NN2CCCCC2)cc1	-3	2	4	-0.3	0	3	3	.	0	5
CCOC(=O)N1CCC(NC(=O)c2cnn3ccccc23)CC1	0	3	1	-0.6	2	3	0	0	-2	1
CC(C)(C)OC(=O)N(CCc1ccccc1)Cc1ccc(OCc2cccc(NC(=O)c3ccccc3)c2)cc1	0	-5	-5	-1.4	-45	-19	-3	-57	2	-1
CCOC(=O)C=Nc1c(N)n(C)c(=O)n(C)c1=O	6	-3	-4	-2.3	0	0	5	-9	3	0
C=CCNC(=O)CN(c1ccccc1OCC)S(=O)(=O)c1ccc(C)cc1	2	-12	1	-1.3	5	-4	0	0	2	-8

Compound profiles, from the list above. Order of screens: UHRF1 MBD2 ctr | Tn7 DDE FP | TCR-CD3 inh | PG9 Ab binder | SIAE primary | mABHD4 FP | PRMT1 inh | HTRA1 inhibitor | LEDGF integ inh | TDP2 inh
CC(C)(C)OC(=O)N(CCc1ccccc1)Cc1ccc(OCc2cccc(NC(=O)c3ccccc3)c2)cc1 is entered as 0 | -5 | -5 | -1.4 | -45 | -19 | -3 | -57 | 2 | -1
Cc1ccc2nc(-c3ccccc3)nn2c1 is entered as -2 | 6 | 0 | -0.8 | 1 | -4 | -4 | 4 | -1 | -1
CCOC(=O)N1CCC(NC(=O)c2cnn3ccccc23)CC1 is entered as 0 | 3 | 1 | -0.6 | 2 | 3 | 0 | 0 | -2 | 1
CCCC(=O)N(CC(=O)Nc1sc(C)c(C)c1C(N)=O)Cc1ccccc1 is entered as 1 | 2 | 0 | 0.9 | -1 | -2 | 0 | -5 | 1 | 1
